Yfh1-depleted yeast = enhancers of respiration in Yfh1-depleted yeast, dose response, Friedreich's ataxia, plus single-dose screen (AID 1465). S. cerevisiae Yfh1-off respiration, WST-1 reduction, 72 h; higher fold induction means a stronger effect. actives 0.074% (n = 220,000). fold induction at 50 µM, or EC50 in µM where a hit was titrated;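 active means fold induction of absorbance versus untreated yeast above a set limit, then at least 30% activation at any dose in follow-up; inconclusive means repeats straddling the limit, or above it without dose testing; inactive means fold induction below the set limit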;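 further: activators that raise dye reduction in frataxin-depleted yeast; strong numbers were not always called active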
KOR beta-arrestin-1 = KOR agonists, beta-arrestin recruitment, primary screen, cell-based, luminescence, uHTS (AID 1777); KOR beta-arrestin recruitment, luminescence; higher % means a stronger effect; one-dose activation, % at 10 µM; EC50 in µM for titrated hits; actives 0.02% (n = 280,000); in the data active means activation above about 50%, passing the limit was not always enough; further: a part of the inactive calls stands beside numbers as strong as those of hits
NOD1 inhibition = inhibition of NOD1-driven NF-kB reporter – cell-based, luminescence, uHTS, primary screen (AID 1578). inhibition, % at 4 µM, or EC50 in µM where a hit was titrated. actives 1% (n = 290,000). NOD1-driven NF-kB luciferase reporter cells, luminescence; higher % means a stronger effect; in the data active means inhibition mostly above about 36%, no sharp cut-off; inactive means mostly below about 34%;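 further: HEK-293T reporter cells stimulated with the NOD1 agonist gamma-tri-DAP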
NS5 inhibitors = flavivirus cap methylation enzyme inhibition – biochemical, confirmation dose response, primary screen (AID 588689) | inhibition, % at 25 µM, or IC50 in µM where a hit was titrated | Dengue-2 NS5 methyltransferase capping enzyme assay, biochemical; higher % means a stronger effect | actives 0.3% (n = 340,000); in the data active means a potency from the dose series; inconclusive means inhibition above about 29% without an active follow-up result
KOR beta-arrestin-2 = KOR antagonists, beta-arrestin recruitment, cell-based, luminescence, uHTS (AID 1778); KOR beta-arrestin recruitment, luminescence, antagonist mode; higher % means a stronger effect; one-dose inhibition, % at 10 µM; IC50 in µM for titrated hits; actives 0.091% (n = 290,000); further: strong numbers were not always called active
HIV fusion peptide = inhibitors of HIV fusion peptide binding, primary screen, biochemical, uHTS, fluorescence dequenching (AID 1986); cell-free peptide binding, fluorescence dequenching, 30 min; higher % means a stronger effect; inhibition, % at 20 µM, or IC50 in µM where a hit was titrated; actives 0.3% (n = 290,000); in the data active means inhibition mostly above about 52%, no sharp cut-off; inactive means mostly below about 76%; further: some results filed as inactive read as strong as hits
HEK293 NOD2/NF-kB = inhibition of NOD2-driven NF-kB reporter – cell-based, luminescence, uHTS, HEK293 (AID 1566); HEK293 NOD2/NF-kB luciferase reporter, luminescence; higher % means a stronger effect; one-dose inhibition, % at 4 µM; EC50 in µM for titrated hits; actives 0.63% (n = 290,000); further: many of its hits are not listed in these tables
AID2073 = inhibitors of Mint1-CaV2.2 protein interaction, biochemical, HTRF (AID 2073); HTRF protein-protein interaction, Mint1-CaV2.2; higher % means a stronger effect; one-dose inhibition, % at 20 µM; IC50 in µM for titrated hits; actives 0.19% (n = 290,000); in the data active means inhibition mostly above about 51%, no sharp cut-off; inconclusive means no clear call, values can overlap the other calls; inactive means mostly below about 53%; further: some results filed as inactive read as strong as hits
West Nile antiviral = West Nile virus antiviral activity, cell-based, CPE readout (AID 1621). West Nile virus-infected cells, CPE inhibition; higher % means a stronger effect. one-dose CPE inhibition, % at 10 µM; IC50 in µM for titrated hits. actives 0.02% (n = 290,000); in the data active means a potency from the dose series; inconclusive means CPE inhibition mostly from about 3.7% at the one dose, without a potency; inactive means the rest, 99 in 100 with CPE inhibition below about 2.2%; further: strong numbers were not always called active
Numbers without * were called inactive; i = inactive; u = inconclusive; x = not tested or not shown; [ ] = remark or other dose. Unless noted, no stated cut-off is given here; in the data, active means inhibition above about 50%; inactive means the rest.

| mol | Yfh1-depleted yeast | KOR beta-arrestin-1 | NOD1 inhibition | NS5 inhibitors | KOR beta-arrestin-2 | HIV fusion peptide | HEK293 NOD2/NF-kB | AID2073 | West Nile antiviral |
| --- | --- | --- | --- | --- | --- | --- | --- | --- | --- |
| CCOC(=O)N1CCC(=NNC(=O)COc2ccc(OC)cc2)CC1 | i | 1.8% | -10% | -3% | 17% | -2.1% | 5% | 4% | -0.4% |
| NC(=O)CN1C(=O)NC2(CCCc3sccc32)C1=O (configuration not stated) | x | -1.6% | -6% | -3% | -30% | -2.1% | 2% | 12% | 0.3% |
| Cc1cc2ccccc2n1CCNC(=O)C1CCCC1 | x | -0.9% | 9% | u | 1% | 15% | 16% | 17% | x |
| CCCCCn1c(=O)[nH]c2cc(C(=O)NCCc3ccc(OC)c(OC)c3)ccc2c1=O | i | -5.6% | 8% | 0% | -16% | -1.3% | 16% | -1% | -0.4% |
| O=C(CN1C(=O)/C(=C\c2cccc(F)c2)Oc2ccccc21)N1CCN(c2ccccn2)CC1 | i | 4.8% | 11% | 9% | 27% | -0.5% | 18% | 9% | -1.0% |
| O=C(NCc1ccccc1)C(c1ccco1)N(C(=O)c1ccccn1)c1ccc(F)cc1 (configuration not stated) | i | -0.8% | -39% | -1% | -4% | 1.4% | 14% | 8% | -0.4% |
| OC(COc1ccc2cc(Br)ccc2c1)CN1CCOCC1 (configuration not stated) | i | 1.6% | -34% | -2% | -3% | -1.4% | -18% | 5% | -1.4% |
| N#CC(c1nc2ccccc2nc1N1CCCCC1)S(=O)(=O)c1ccc(Cl)cc1 (configuration not stated) | x | -1.7% | 88%* | x | -21% | 32% | 55%* | 11% | x |
| CC(C)CC(=O)N=C1SC2CS(=O)(=O)CC2N1Cc1ccccc1Cl (configuration not stated) | i | 1.6% | -12% | x | 16% | -0.2% | 0% | 12% | -0.8% |
| COc1ccc(NC2CCCN(C(=O)c3cccc(N4CCNC4=O)c3)C2)cc1 (configuration not stated) | x | -6.6% | -15% | -2% | 13% | -1.4% | 11% | -2% | 0.1% |
| CCOCCN(C=O)c1cccc(OC)c1 | i | 4.3% | 2% | 0% | 2% | 1.4% | 13% | -3% | 0.0% |
| CCC(=O)Nc1cc(NC(=O)CSc2ncc(-c3ccc(F)cc3)n2Cc2ccco2)ccc1C | i | 6.3% | -85% | -10% | 36% | 0.2% | -139% | -1% | -0.4% |
| CCOc1ccc(C(C)NC(=O)c2cccc(F)c2)cc1 (configuration not stated) | i | 12% | -16% | -3% | -29% | -0.3% | -4% | 2% | -1.1% |
| CCOc1ccc(C(=O)Nc2ccccc2C#N)cc1[N+](=O)[O-] | i | 4.4% | 16% | 3% | 14% | 2.7% | 15% | -4% | -1.2% |
| CN1CCN(c2ccc(C(=O)c3ccc(Br)cc3)cc2[N+](=O)[O-])CC1 | i | -0.2% | -20% | 1% | 5% | -2.5% | -3% | -4% | -0.2% |
| COc1ccc(NC(=O)c2scc(S(=O)(=O)C(C)C)c2N)cc1 | i | 0.2% | -13% | -4% | 2% | 0.8% | -98% | -1% | -0.1% |
| COc1cccc(C2N(c3ccccn3)C(=O)C3CCCN32)c1OC (configuration not stated) | i | 1.4% | -27% | -5% | 7% | -2.1% | -6% | -2% | 0.2% |
| COc1ccc(NC(=O)CSc2nnc(CCC(=O)O)c(=O)n2N)cc1 | i | -4.6% | -27% | 14% | 11% | -2.1% | -2% | 6% | 0.1% |
| Cn1c(=O)n(CCN2CCOCC2)c(=O)c2c1nc1n2CCN1c1ccc(Oc2ccccc2)cc1 | x | x | 0% | -2% | x | 0.2% | 7% | -2% | x |
| Cn1ncc(Cl)c1C(=O)Nc1cccnc1 | i | 4.0% | 1% | -4% | -28% | 0.9% | 7% | -6% | 0.7% |
| COc1ccc(CCN(Cc2cc3cc4c(cc3[nH]c2=O)OCO4)C(C)=O)cc1OC | x | 5.2% | 3% | x | -13% | -2.8% | 14% | 0% | x |
| Cc1cc(C)cc(OCC(=O)NCCc2nc3ccccc3[nH]2)c1 | i | x | -12% | -7% | -25%[20 µM] | -2.4% | 7% | -14% | -0.7% |
| Cc1ccc(-n2[nH]c(C)c(/C=N/Nc3ccc([N+](=O)[O-])cc3[N+](=O)[O-])c2=O)cc1 | i | -4.1% | 8% | -3% | 34% | 24% | 34% | 0% | -0.8% |
| O=C1C(C=Nc2ccccc2)=C(O)c2ccccc21 | i | 2.5% | -93% | 3% | -13% | -1.8% | -126% | -3% | -0.4% |
| CCOC(=O)c1oc2cc(OC(C)=O)ccc2c(=O)c1-c1ccc(OC)c(OC)c1 | i | -2.3% | 4% | 6% | 29% | 1.3% | 10% | -3% | 0.4% |
| Cc1cc(NC(=O)CSc2cn(CCNC(=O)c3ccc(Cl)cc3)c3ccccc23)no1 | i | -6.6% | 76%* | -4% | -50% | -3.6% | -4% | 2% | 0.5% |
| C[C@@H]1CCC2[C@](C)(CO)[C@@H](O)CC[C@]2(C)[C@@]12CC[C@@](CO)(CC(=O)O)O2 (some centres not stated) | x | -4.9% | -16% | 6% | -11% | 0.1% | -13% | 4% | -0.2% |
| O=C(NNc1cc(C(F)(F)F)ccc1Cl)c1ccc(=O)[nH]c1 | x | 4.0% | -53% | -7% | -12% | -1.1% | -14% | 6% | -0.1% |
| CCCCOc1nc2ccccc2nc1C(C#N)S(=O)(=O)c1ccccc1 (configuration not stated) | i | 4.5% | 80%* | 1% | -5% | 41% | 34% | 8% | -0.5% |
| CCOCCCNc1nc(C)nc2c1nnn2Cc1c(F)cccc1Cl | i | -0.9% | -39% | -8% | 4% | -0.3% | 18% | 8% | -1.0% |
| Cc1c(C(=O)O)cnc2c([N+](=O)[O-])cnn12 | i | -3.4% | -23% | -5% | 34% | 3.9% | 17% | -4% | 0.2% |
| COc1ccc(-n2nnc3c(SCC(=O)c4ccccc4)ncnc32)cc1 | i | -4.6% | -2% | 6% | 20% | 0.6% | 5% | -10% | 0.1% |
| Cc1ccccc1C(OCC(O)CN1CCN(CCO)CC1)c1ccccc1 (configuration not stated) | x | -3.1% | -2% | -5% | 5% | 0.0% | -8% | 9% | -0.2% |
| Fc1ccc2c(c1)c1n[nH]c(=S)nc1n2CCc1ccccc1 | x | 0.3% | 1% | -3% | 30% | -2.9% | 14% | -26% | -0.3% |
| CCOC(=O)C1CCN(C(C(=O)NC2CCCC2)c2ccc(C)cc2)CC1 (configuration not stated) | i | -5.3% | 17% | -3% | 17% | 0.6% | -6% | 5% | 0.1% |
| Cc1cc(C)cc(N(C(=O)c2csnn2)C(C(=O)NC2CCCC2)c2ccccn2)c1 (configuration not stated) | x | 2.8% | -23% | 1% | -33% | -1.0% | -5% | -15% | -0.5% |
| CCOC(=O)Cc1ccc(NC(=O)c2ccccc2Br)cc1 | i | -0.9% | -20% | -5% | -40%[20 µM] | -1.0% | -12% | -6% | -0.2% |
| CC(C)(C)c1ccc(Cn2nnc3c(=O)[nH]c(C4CCCN(C(=O)Cc5cccs5)C4)nc32)cc1 (configuration not stated) | i | 2.1% | 20% | -5% | -17% | 1.6% | 14% | 4% | 1.3% |
| CCCCC(NS(=O)(=O)c1ccc(OC)cc1)C(=O)O (configuration not stated) | i | 3.0% | 6% | -4% | 34% | -3.3% | -5% | -1% | 0.3% |
| O=C(N/N=C/c1ccc(O)cc1)c1ccc(COc2cc(Cl)ccc2Cl)o1 | u | -2.0% | 4% | 0% | -147% | 0.4% | -19% | 2% | 0.0% |
| COC(=O)[C@H](CCSC)NC(=O)NCCc1ccc(F)cc1 | i | -7.6% | 0% | -5% | 24% | -0.3% | 14% | 0% | 0.3% |
| O=C(OC(C(=O)NC1CCCC1)c1ccncc1)C1=Cc2ccccc2OC1 (configuration not stated) | i | 0.8% | -2% | 0% | -17% | 0.0% | -3% | 12% | -0.4% |
| O=C(c1nc2ccccn2c1CNCCn1ccc2ccccc21)N1CCOCC1 | i | -3.2% | -5% | 5% | 9% | 1.5% | -2% | -6% | -0.1% |
| COc1ccc(CCN=C(N)NS(=O)(=O)c2cc(F)ccc2F)cc1 | x | 2.6% | -11% | 2% | -5% | 0.7% | 2% | 6% | -0.3% |
| COC(=O)c1ccc(OCC(=O)Nc2ccsc2C(=O)OC)cc1 | i | -1.4% | -30% | -6% | -24%[20 µM] | -2.1% | 0% | -2% | -0.1% |
| COc1ccc(/C=N/n2c(SC)nnc(C(C)(C)C)c2=O)c(OC)c1 | i | 4.1% | -12% | x | -14% | -0.2% | -1% | -7% | -0.1% |
| COc1ccc2[nH]c3c(c2c1)CCn1c-3nc2ccccc2c1=O | x | -4.1% | -57% | 3% | 20% | -2.9% | -162% | 21% | x |
| COc1cc2ccccc2cc1C(=O)Nc1ccc(N2CCN(C(=O)C(C)C)CC2)cc1 | x | 2.7% | 18% | -14% | -7% | -1.6% | 5% | -2% | -0.4% |
| O=C(NN1CCOCC1)c1cc(Cl)ccc1Cl | x | -3.2% | 26% | 0% | 37% | -2.3% | 4% | 8% | 1.1% |
| O=C(NCC1CCCN(C(=O)Cc2ccccc2Cl)C1)c1ccc(F)cc1 (configuration not stated) | x | 5.0% | 28% | -4% | -18% | 0.5% | 20% | 40% | -0.8% |
| c1ccc(CSc2ncnc3c2cnn3-c2ccccc2)cc1 | i | -0.6% | -2% | -4% | -11% | -0.5% | -34% | -10% | 0.4% |
| COc1ccc(CNC(=O)/C=C/C(=O)O)cc1OC | i | 6.3% | 18% | -4% | -47% | 1.2% | -4% | -3% | 1.0% |
| CC(c1nccs1)N(C)c1nc2nonc2nc1N(C)C (configuration not stated) | i | x | -36% | 2% | -22%[20 µM] | 3.3% | 18% | 6% | 0.1% |
| N#CC(C(=O)c1ccc(S(=O)(=O)N2CCCCCC2)cc1)c1nc2ccccc2[nH]1 (configuration not stated) | i | 1.9% | -5% | -1% | -21% | 0.3% | -7% | 13% | 1.9% |

5 neighbouring compounds already listed, for reference:
| mol | Yfh1-depleted yeast | KOR beta-arrestin-1 | NOD1 inhibition | NS5 inhibitors | KOR beta-arrestin-2 | HIV fusion peptide | HEK293 NOD2/NF-kB | AID2073 | West Nile antiviral |
| --- | --- | --- | --- | --- | --- | --- | --- | --- | --- |
| Cc1c(C(=O)O)cnc2c([N+](=O)[O-])cnn12 | i | -3.4% | -23% | -5% | 34% | 3.9% | 17% | -4% | 0.2% |
| COc1ccc(-n2nnc3c(SCC(=O)c4ccccc4)ncnc32)cc1 | i | -4.6% | -2% | 6% | 20% | 0.6% | 5% | -10% | 0.1% |
| Cc1ccccc1C(OCC(O)CN1CCN(CCO)CC1)c1ccccc1 (configuration not stated) | x | -3.1% | -2% | -5% | 5% | 0.0% | -8% | 9% | -0.2% |
| Fc1ccc2c(c1)c1n[nH]c(=S)nc1n2CCc1ccccc1 | x | 0.3% | 1% | -3% | 30% | -2.9% | 14% | -26% | -0.3% |
| CCOC(=O)C1CCN(C(C(=O)NC2CCCC2)c2ccc(C)cc2)CC1 (configuration not stated) | i | -5.3% | 17% | -3% | 17% | 0.6% | -6% | 5% | 0.1% |

Bioassay records as filed in PubChem BioAssay.

Some of the compounds tested; rates above refer to the full screens.
